Rv3671c inh = Rv3671c serine protease inhibitors, primary screen, biochemical, fluorescence polarization, M. tuberculosis H37Rv; P9WHR9; inhibition, % at 5.96 µM; actives 0.048% (n = 320,000); in the data active = inhibition above about 38%;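 note: extracellular domain of Rv3671c used as enzyme; 0% = enzyme with DMSO and 100% = no enzyme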
Target sequence (P9WHR9 whole entry, looked up, the tested form may be a part): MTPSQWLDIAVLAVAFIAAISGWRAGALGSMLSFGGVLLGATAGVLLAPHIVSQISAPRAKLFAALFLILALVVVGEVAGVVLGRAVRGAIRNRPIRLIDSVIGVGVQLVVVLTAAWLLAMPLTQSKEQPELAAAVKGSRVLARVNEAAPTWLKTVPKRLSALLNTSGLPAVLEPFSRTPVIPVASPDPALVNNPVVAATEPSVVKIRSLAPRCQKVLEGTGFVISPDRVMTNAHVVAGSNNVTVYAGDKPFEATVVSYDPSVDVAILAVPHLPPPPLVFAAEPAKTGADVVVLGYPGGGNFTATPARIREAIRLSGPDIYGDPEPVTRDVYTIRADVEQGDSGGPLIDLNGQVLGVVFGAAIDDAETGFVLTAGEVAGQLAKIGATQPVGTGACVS
BioA inh = M. tuberculosis BioA enzyme inhibitors, primary screen, biochemical, plate reader, single point, HTS. purified M. tuberculosis BioA enzyme. AID 602481, 2012. 7,8-diaminopelargonic acid synthase BioA (Mycobacterium tuberculosis). actives 0.096% (n = 360,000). inhibition, % at 9.99 µM; in the data active = inhibition above about 40%; inconclusive = no clear call, values can overlap the other calls
FadD28 binding = inhibitors of FadD28 bisubstrate probe binding, primary screen, biochemical, fluorescence polarization, single point; actives 0.22% (n = 360,000); Mycobacterium tuberculosis FadD28 fatty-acid-AMP ligase; AID 588549, 2011; inhibition, % at 12.5 µM; in the data active = inhibition above about 8.5%, passing the limit was not always enough; inconclusive = no clear call, values can overlap the other calls
Mtb UGM inh = M. tuberculosis UGM enzyme inhibitors, primary screen, biochemical, fluorescence polarization, single point; UDP-galactopyranose mutase (Mycobacterium tuberculosis (strain ATCC 25618 / H37Rv)), …; purified UGM, fluorescence polarization probe displacement; actives 0.06% (n = 320,000); inhibition, % at 10 µM; in the data active = inhibition above about 10%, passing the limit was not always enough; inconclusive = no clear call, values can overlap the other calls
MazEF act = activators of E. coli MazEF toxin-antitoxin RNase, primary screen, biochemical, fluorescence, uHTS; activation, % at 20 µM; FAM/BHQ RNA-DNA oligo cleavage fluorescence, 5 h; actives 0.32% (n = 350,000); in the data active = activation above about 50%
Target sequence (P0AE70 whole entry, looked up): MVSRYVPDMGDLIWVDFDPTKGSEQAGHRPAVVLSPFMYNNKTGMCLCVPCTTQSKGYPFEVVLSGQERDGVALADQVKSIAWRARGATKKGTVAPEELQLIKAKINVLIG
Mtb FBA inh = Mtb FBA enzyme inhibitors, primary screen, biochemical, fluorescence, strain H37Rv; Fructose-bisphosphate aldolase (Mycobacterium tuberculosis (strain ATCC 25618 / H37Rv)), …; purified M. tuberculosis FBA, fluorescence read-out; inhibition, % at 1 µM; actives 2.3% (n = 360,000); in the data active = inhibition above about 27%;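 note: 0% = vehicle and 100% = reference inhibitor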
Target sequence (P9WQA3 whole entry, looked up): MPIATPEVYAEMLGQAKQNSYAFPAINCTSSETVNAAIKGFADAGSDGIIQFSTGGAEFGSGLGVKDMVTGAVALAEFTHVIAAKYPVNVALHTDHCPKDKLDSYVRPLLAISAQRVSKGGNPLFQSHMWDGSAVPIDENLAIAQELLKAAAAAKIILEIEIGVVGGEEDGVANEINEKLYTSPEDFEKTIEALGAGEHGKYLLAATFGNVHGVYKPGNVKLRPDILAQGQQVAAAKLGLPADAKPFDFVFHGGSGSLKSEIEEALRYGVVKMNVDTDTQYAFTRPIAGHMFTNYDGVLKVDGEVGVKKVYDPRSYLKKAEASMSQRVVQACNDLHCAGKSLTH
PrPC surface inh = inhibitors of human cell surface prion protein PrPC, primary screen, cell-based, TR-FRET; Major prion protein (Homo sapiens), P04156; AID 720596, 2013; actives 0.43% (n = 370,000); TR-FRET read-out; inhibition, % at 13.8 µM; in the data active = inhibition above about 24%; note: 0% = median of the test wells and 100% = reference compound wells
GDH-TPI inh = GDH-TPI coupling enzyme inhibitors, primary screen, artefact control for M. tuberculosis FBA inhibitor project, biochemical, absorbance, full deck; GDH-TPI coupled enzyme counterscreen, NADH absorbance; inhibition, % at 4.8 µM; actives 1.2% (n = 360,000); in the data active = inhibition above about 30%;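 note: 0% = DMSO wells and 100% = wells lacking the enzyme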
BoNT F protease = BoNT/F light chain protease inhibitors, primary screen, biochemical, flow cytometry, MLPCN library; Multiplex microsphere protease cleavage assay; inhibition, % at 10 µM; actives 0.22% (n = 360,000); AID 588497, 2011; in the data active = inhibition above about 35%, passing the limit was not always enough; inconclusive = no clear call, values can overlap the other calls; note: plate controls were buffer without enzyme for full effect and enzyme alone for no effect
An asterisk follows results filed as active; u = inconclusive; x = no result given.

SMILES	Rv3671c inh	BioA inh	FadD28 binding	Mtb UGM inh	MazEF act	Mtb FBA inh	PrPC surface inh	GDH-TPI inh	BoNT F protease
O=C(CCc1ccccc1)NCC(=O)N/N=C/c1ccc2c(c1)OCO2	-9	x	0.6	4.3	5	1	-4	11	-4
CCC(C)N(C(=O)COC(=O)CNC(=O)c1ccccc1F)C1CCS(=O)(=O)C1 (stereo not given)	6	x	0.9	-5.3	3	4	1	1	-1
COCCCNC(=O)CN1CCN(Cc2ccccc2Cl)C1=O	3	0.5	-4.0	-2.2	10	0	0	-16	-2
CN(CC(=O)Nc1ccccc1Br)C(=O)CN(C)C1CCCCC1	1	6.3	-2.0	-0.3	2	0	0	4	-2
Cc1nnc(SCc2cccc(CSc3nnc(C)s3)c2)s1	0	3.6	-2.7	3.4	3	2	1	-7	3
CN1C(=O)C(CC(=O)Nc2ccc3c(c2)Cc2ccccc2-3)N(C)C1=O (stereo not given)	4	1.1	0.5	-0.6	-10	5	0	12	15
COC(=O)c1ccc(C(=O)OC)nc1	-2	-0.2	-1.4	2.3	-3	-6	-6	1	35*
N=c1sc2c(n1Cc1ccccc1)CCCC2	2	-0.4	-1.7	0.4	-7	1	-2	-4	-1
CCc1nc2ccc(C(=O)N(CC)CCN(C)C)cn2c1N(C)Cc1nccs1	x	0.4	-2.4	x	x	-1	-5	0	-3
COc1cc(-n2c(=O)c3ccccc3n(Cc3cccnc3)c2=O)cc(OC)c1OC	-3	x	-0.8	-0.8	3	1	5	5	-6
Clc1ccccc1C1=Nn2c(nnc2-c2ccncc2)SC1	-5	3.7	-1.0	-1.9	6	-4	-10	-4	-25
CCOCCCNC(=S)N1CCCN(c2nc3cc(C)c(C)cc3cc2C#N)CC1	-13	x	-5.6	2.4	-5	16	-7	-1	-8
COc1ccc(CCNC(=O)c2cc(=O)c3ccc(C)cc3o2)cc1OC	-15	2.7	-0.2	-2.9	7	6	0	14	13
CCc1ccccc1N1C(=O)C2CC=CCC2C1=O (stereo not given)	0	2.6	-1.2	1.3	6	3	4	3	-1
O=C(c1cccs1)c1cn(Cc2ccccc2Cl)c2ccccc12	-11	-2.1	0.7	-0.3	-7	1	8	20	5
COc1ccc(CNC(=O)CN(C)S(=O)(=O)c2ccc3c(c2)n(C)c(=O)c(=O)n3C)cc1	2	-0.9	-3.7	-1.7	3	2	4	-1	0
Cn1cnc(S(=O)(=O)Nc2ccc(OC(F)F)cc2)c1	-1	x	-0.7	-0.8	3	-1	-3	14	-6
O=C(CSc1ncn[nH]1)Nc1ccc2c(c1)CCC2	-2	0.1	-4.0	1.4	4	2	8	7	3
Cc1sc2nc(SCc3ccc(C(=O)O)cc3)n(Cc3ccco3)c(=O)c2c1C	-29	4.0	-3.1	-0.4	3	-3	4	25	0
CC1C(=O)N2CCCc3cc(NC(=O)C(=O)NCc4ccccn4)cc1c32 (stereo not given)	5	-0.7	-2.5	1.2	6	0	0	10	x
Cc1nc([N+](=O)[O-])cn1-c1nc2ccccn2c1[N+](=O)[O-]	11	4.2	-2.6	3.5	-3	3	-42	20	6
CCOC(=O)Nc1ccc2c(c1)N(C(=O)CN(C)C)c1ccccc1CC2	-6	-2.7	-0.8	8.6	5	3	-1	5	-3
Cn1c(-c2ccc3ccccc3n2)[n+](C)c2ccccc21	2	4.2	-2.8	3.5	2	1	-5	-5	u
O=C(CSc1ccc(Cl)cc1)N/N=C/c1ccc([N+](=O)[O-])o1	-13	-0.5	1.0	-2.4	5	2	-27	12	9
COc1ccc(OC)c(CN2CCN(C(=O)CN3C(=O)NC4(CCCC4)C3=O)CC2)c1	-6	x	-0.2	-0.5	-2	2	-6	-4	6
CCn1cc(C(=O)Nc2ccc(F)c(F)c2)cn1	-7	21	-1.5	2.6	8	1	4	3	-9
Clc1ccc(CO/N=C2\CCCc3nonc32)c(Cl)c1	-11	-2.5	-1.4	2.5	-8	-4	1	5	-5
C=CCNC(=O)c1onc(CSc2cccc(OC)c2)c1C(=O)NCC=C	-7	-4.3	-1.0	-2.8	-1	1	5	14	-8
N#Cc1c2n(c3c(=O)n(CC(=O)c4ccc(Br)cc4)cnc13)CCCC2	-14	-1.8	-8.7	0.8	5	-1	-2	6	-20
O=C(Nc1ccccc1C(=O)NCCc1ccc(O)cc1)c1ccco1	-2	-1.8	-0.7	-3.1	-2	0	-2	-6	20
O=C(NCc1cccs1)C(=O)c1cn(CC(=O)N2CCOCC2)c2ccccc12	-3	x	-0.3	-1.6	1	-2	-7	16	3
COc1ncnc2c1ncn2CCCN1CCN(Cc2ccc(C)cc2)CC1	x	2.3	-1.2	x	5	1	-13	5	-5
O=[N+]([O-])c1cc([N+](=O)[O-])c(N2CCCCCC2)cc1NCCO	0	5.7	-0.2	0.9	-5	-6	-10	34*	-12
COc1ccc(N2CCN(S(=O)(=O)c3cccc4nsnc34)CC2)cc1	-2	1.5	0.2	3.6	1	2	-8	6	-5
O=C(c1ccccc1)N(Cc1cccc(Br)c1)C1CCS(=O)(=O)C1 (stereo not given)	4	3.0	-3.4	1.7	10	1	-2	-3	-2
O=C(NCc1nnc(SCC(=O)N2CCCCC2)o1)c1ccc(F)cc1	-4	-0.8	-0.2	0.6	4	2	1	1	-4
Cc1ccc(C(=O)CSc2nc(C)cc(SCc3nnc(-c4ccccc4)o3)n2)cc1	3	-2.7	-1.3	-3.8	26	-2	-2	4	-4
O=C(NCCCn1ccnc1)C(=O)NCC1OCCCN1S(=O)(=O)c1ccc(Cl)cc1 (stereo not given)	1	x	0.8	-0.2	5	2	3	0	-5
COc1ccc(Cl)cc1NC(=O)c1noc2c1CCCC2	7	-0.9	-3.3	1.4	5	0	-2	7	0
COc1cccc(OC)c1C(=O)Nc1cccc(C(C)=O)c1	-4	0.5	-4.0	-2.7	2	-14	-3	-11	0
O=C(CCCCCNC(=O)c1ccccc1)N/N=C/c1ccc(O)cc1O	-7	x	1.3	4.1	-3	1	-4	10	-8
NC(=O)c1c(NC(=O)C(=O)N2CCOCC2)sc2c1CCC2	-4	-0.6	-1.7	-1.2	9	33*	6	20	-3
COC(=O)c1ccccc1NC(=O)CN1CCN(Cc2ccccc2)CC1	5	5.9	-3.4	1.2	1	-4	-3	-5	3
COc1ccc(-n2c(N)c(C(=O)NCc3ccco3)c3nc4ccccc4nc32)cc1	-5	x	0.4	-1.0	-3	98*	-25	32*	-6
COc1ccc(Cl)cc1C(=O)NCCN1CCOCC1	5	2.2	-0.9	0.3	-2	1	11	4	x
CN(C(=O)c1cccc(S(=O)(=O)N2CCCC2)c1)C1CCCCC1	-5	-4.4	x	1.1	-19	2	-2	4	-3
CC(=O)Nc1nc(COc2ccc3ccccc3c2)cs1	-13	-5.0	-17	0.9	2	1	15	-9	-1
CCCCCC(=O)N/N=C(\C)c1ccc(NC(=O)c2ccco2)cc1	-3	6.8	-3.3	0.3	6	-5	-1	6	10
CCOC(=O)Cc1cc(=O)c2c(=O)n(-c3ccccc3)[nH]c2[nH]1	4	-0.6	2.9	3.2	-10	3	-8	25	2
Cc1cccc(NC(=O)C(C)Sc2ncnc3sccc23)c1 (stereo not given)	x	4.6	-7.2	x	-2	2	16	-3	2
CCCCCCCNC(=O)C1CC(=O)N(C)C(=Nc2ccc(OC)cc2)S1 (stereo not given)	-6	x	-1.7	1.6	0	2	5	-1	0
CSc1nnc(CCCCCCCCc2nnc(SC)o2)o1	-19	-1.5	-2.2	0.8	-1	1	-3	11	-9
CCOC(=O)C1CCCN(C(=O)c2csc(-c3ccc4c(c3)CCO4)n2)C1 (stereo not given)	-3	1.8	-4.4	2.9	-3	5	6	12	4
OCC1(CCc2ccccc2)CCN(Cc2cccn2-c2cccnc2)CC1	9	x	0.1	-4.0	-5	2	-8	-1	4
COc1cc(OC)c2ccc(=O)oc2c1C(CCN1CCCC1)c1ccc2c(c1)OCO2 (stereo not given)	-4	-0.8	-3.7	-2.1	12	1	-11	4	-6
Cc1ccc(OCC(=O)NC2CCCC(C)C2C)c([N+](=O)[O-])n1 (stereo not given)	-14	1.7	-2.5	-1.4	6	-2	-11	4	-6
Nc1nonc1C(=O)N/N=C/c1cc2c(cc1Br)OCO2	-20	-0.5	-3.7	-0.5	-3	-6	-4	9	6
Cc1ccc(CN2CCN(Cc3ccc4cc(F)ccc4n3)CC2CCO)o1 (stereo not given)	0	8.4	-3.8	-1.0	3	0	3	2	-4
CCC(NC(=O)c1cc(COc2ccc(Cl)cc2OC)on1)c1ccncc1 (stereo not given)	-2	1.3	x	-1.3	1	2	0	-5	-1
S=c1[nH]nc(-c2ccc(Br)o2)n1Cc1ccccc1	5	x	0.1	0.4	-1	0	x	9	9

The list goes on, starting with the last 3 of the part before.
SMILES	Rv3671c inh	BioA inh	FadD28 binding	Mtb UGM inh	MazEF act	Mtb FBA inh	PrPC surface inh	GDH-TPI inh	BoNT F protease
Cc1ccc(CN2CCN(Cc3ccc4cc(F)ccc4n3)CC2CCO)o1 (stereo not given)	0	8.4	-3.8	-1.0	3	0	3	2	-4
CCC(NC(=O)c1cc(COc2ccc(Cl)cc2OC)on1)c1ccncc1 (stereo not given)	-2	1.3	x	-1.3	1	2	0	-5	-1
S=c1[nH]nc(-c2ccc(Br)o2)n1Cc1ccccc1	5	x	0.1	0.4	-1	0	x	9	9
COc1cc(NC(=O)c2cccc3c2C(=O)N(C2CCCCC2)C3)cc(OC)c1OC	15	1.4	-1.8	2.3	-5	0	13	8	-4
CCS(=O)(=O)Nc1ccc(Cc2ccncc2)cc1	-1	0.2	1.6	2.3	1	-3	0	3	14
O=S1(=O)NC(c2ccccc2)CC(CC2CCCCC2)O1 (stereo not given)	-14	-0.3	-1.7	1.5	0	1	-4	4	6
Cc1ccc(S(=O)(=O)CC(=O)Nc2sc(C)c(C)c2C(N)=O)cc1	5	0.1	-2.3	x	-17	0	-3	8	1
CCCCCNS(=O)(=O)c1cc(C)ccc1OC	1	x	0.0	1.7	2	2	-5	4	-3
O=C(NCc1ccc2c(c1)OCO2)C(=O)NC1CCCCC1	9	0.5	0.6	0.2	1	-7	9	0	2
CCOP(=O)(OCC)C(NC(=O)NC)C(N)=O (stereo not given)	-1	-1.8	-0.4	0.8	-3	2	0	0	-13
CCc1nnc(NC(=O)c2ccc3c(c2)C(=O)N(C(C)(C)C)C3=O)s1	-2	-2.7	4.1	0.1	-8	2	0	0	1
ONC(=Nc1ccccc1Cl)c1ccccc1Cl	1	1.6	-1.5	-1.2	4	-1	-5	-16	x
Cc1ccccc1OCC(=O)Nc1ccncc1	-1	0.2	0.5	0.6	5	1	9	6	u
COc1cc(CNCc2ccccn2)ccc1OCc1ccc(Cl)cc1	-1	2.3	-3.0	-1.9	-3	-2	-8	-1	-11
CC(=NNC1=NCCN1)c1cn(C2=NCCN2)nc1C	x	0.3	0.7	x	x	2	-4	x	-1
COc1cccc(NC(=O)CSc2nccn2-c2cccc(OC)c2)c1	8	0.7	-2.3	0.1	3	2	-3	-7	-14

Just BoNT F protease, PrPC surface inh and BioA inh (seven entries from above):
compound	BoNT F protease	PrPC surface inh	BioA inh
O=C(CCCCCNC(=O)c1ccccc1)N/N=C/c1ccc(O)cc1O	-8	-4	x
NC(=O)c1c(NC(=O)C(=O)N2CCOCC2)sc2c1CCC2	-3	6	-0.6
COC(=O)c1ccccc1NC(=O)CN1CCN(Cc2ccccc2)CC1	3	-3	5.9
COc1ccc(-n2c(N)c(C(=O)NCc3ccco3)c3nc4ccccc4nc32)cc1	-6	-25	x
COc1ccc(Cl)cc1C(=O)NCCN1CCOCC1	x	11	2.2
CN(C(=O)c1cccc(S(=O)(=O)N2CCCC2)c1)C1CCCCC1	-3	-2	-4.4
CC(=O)Nc1nc(COc2ccc3ccccc3c2)cs1	-1	15	-5.0

From PubChem BioAssay
